MLL CXXC-DNA inh – MLL CXXC-DNA interaction inhibition. MLL-CXXC / FITC-HOXA9 DNA fluorescence polarization. Potency, µM (series often up to 115 µM), without a hit: at the top dose activity change, negative = inhibition, actives largely listed as inhibitors. hit rate 0.037% among 290,000. Q03164; active = well fitted inhibition curve with a large enough effect in the polarisation, with a control signal flat, not every such curve was filed as active; inconclusive = small, poorly fitted or top-dose-only effect, or effect the other way, or a change in a side signal; inactive = no such curve, though single readings can be large or run the other way; the % refers to the polarisation; note: potency is the fitted concentration of half-maximal effect
Target sequence (Q03164 whole entry, looked up): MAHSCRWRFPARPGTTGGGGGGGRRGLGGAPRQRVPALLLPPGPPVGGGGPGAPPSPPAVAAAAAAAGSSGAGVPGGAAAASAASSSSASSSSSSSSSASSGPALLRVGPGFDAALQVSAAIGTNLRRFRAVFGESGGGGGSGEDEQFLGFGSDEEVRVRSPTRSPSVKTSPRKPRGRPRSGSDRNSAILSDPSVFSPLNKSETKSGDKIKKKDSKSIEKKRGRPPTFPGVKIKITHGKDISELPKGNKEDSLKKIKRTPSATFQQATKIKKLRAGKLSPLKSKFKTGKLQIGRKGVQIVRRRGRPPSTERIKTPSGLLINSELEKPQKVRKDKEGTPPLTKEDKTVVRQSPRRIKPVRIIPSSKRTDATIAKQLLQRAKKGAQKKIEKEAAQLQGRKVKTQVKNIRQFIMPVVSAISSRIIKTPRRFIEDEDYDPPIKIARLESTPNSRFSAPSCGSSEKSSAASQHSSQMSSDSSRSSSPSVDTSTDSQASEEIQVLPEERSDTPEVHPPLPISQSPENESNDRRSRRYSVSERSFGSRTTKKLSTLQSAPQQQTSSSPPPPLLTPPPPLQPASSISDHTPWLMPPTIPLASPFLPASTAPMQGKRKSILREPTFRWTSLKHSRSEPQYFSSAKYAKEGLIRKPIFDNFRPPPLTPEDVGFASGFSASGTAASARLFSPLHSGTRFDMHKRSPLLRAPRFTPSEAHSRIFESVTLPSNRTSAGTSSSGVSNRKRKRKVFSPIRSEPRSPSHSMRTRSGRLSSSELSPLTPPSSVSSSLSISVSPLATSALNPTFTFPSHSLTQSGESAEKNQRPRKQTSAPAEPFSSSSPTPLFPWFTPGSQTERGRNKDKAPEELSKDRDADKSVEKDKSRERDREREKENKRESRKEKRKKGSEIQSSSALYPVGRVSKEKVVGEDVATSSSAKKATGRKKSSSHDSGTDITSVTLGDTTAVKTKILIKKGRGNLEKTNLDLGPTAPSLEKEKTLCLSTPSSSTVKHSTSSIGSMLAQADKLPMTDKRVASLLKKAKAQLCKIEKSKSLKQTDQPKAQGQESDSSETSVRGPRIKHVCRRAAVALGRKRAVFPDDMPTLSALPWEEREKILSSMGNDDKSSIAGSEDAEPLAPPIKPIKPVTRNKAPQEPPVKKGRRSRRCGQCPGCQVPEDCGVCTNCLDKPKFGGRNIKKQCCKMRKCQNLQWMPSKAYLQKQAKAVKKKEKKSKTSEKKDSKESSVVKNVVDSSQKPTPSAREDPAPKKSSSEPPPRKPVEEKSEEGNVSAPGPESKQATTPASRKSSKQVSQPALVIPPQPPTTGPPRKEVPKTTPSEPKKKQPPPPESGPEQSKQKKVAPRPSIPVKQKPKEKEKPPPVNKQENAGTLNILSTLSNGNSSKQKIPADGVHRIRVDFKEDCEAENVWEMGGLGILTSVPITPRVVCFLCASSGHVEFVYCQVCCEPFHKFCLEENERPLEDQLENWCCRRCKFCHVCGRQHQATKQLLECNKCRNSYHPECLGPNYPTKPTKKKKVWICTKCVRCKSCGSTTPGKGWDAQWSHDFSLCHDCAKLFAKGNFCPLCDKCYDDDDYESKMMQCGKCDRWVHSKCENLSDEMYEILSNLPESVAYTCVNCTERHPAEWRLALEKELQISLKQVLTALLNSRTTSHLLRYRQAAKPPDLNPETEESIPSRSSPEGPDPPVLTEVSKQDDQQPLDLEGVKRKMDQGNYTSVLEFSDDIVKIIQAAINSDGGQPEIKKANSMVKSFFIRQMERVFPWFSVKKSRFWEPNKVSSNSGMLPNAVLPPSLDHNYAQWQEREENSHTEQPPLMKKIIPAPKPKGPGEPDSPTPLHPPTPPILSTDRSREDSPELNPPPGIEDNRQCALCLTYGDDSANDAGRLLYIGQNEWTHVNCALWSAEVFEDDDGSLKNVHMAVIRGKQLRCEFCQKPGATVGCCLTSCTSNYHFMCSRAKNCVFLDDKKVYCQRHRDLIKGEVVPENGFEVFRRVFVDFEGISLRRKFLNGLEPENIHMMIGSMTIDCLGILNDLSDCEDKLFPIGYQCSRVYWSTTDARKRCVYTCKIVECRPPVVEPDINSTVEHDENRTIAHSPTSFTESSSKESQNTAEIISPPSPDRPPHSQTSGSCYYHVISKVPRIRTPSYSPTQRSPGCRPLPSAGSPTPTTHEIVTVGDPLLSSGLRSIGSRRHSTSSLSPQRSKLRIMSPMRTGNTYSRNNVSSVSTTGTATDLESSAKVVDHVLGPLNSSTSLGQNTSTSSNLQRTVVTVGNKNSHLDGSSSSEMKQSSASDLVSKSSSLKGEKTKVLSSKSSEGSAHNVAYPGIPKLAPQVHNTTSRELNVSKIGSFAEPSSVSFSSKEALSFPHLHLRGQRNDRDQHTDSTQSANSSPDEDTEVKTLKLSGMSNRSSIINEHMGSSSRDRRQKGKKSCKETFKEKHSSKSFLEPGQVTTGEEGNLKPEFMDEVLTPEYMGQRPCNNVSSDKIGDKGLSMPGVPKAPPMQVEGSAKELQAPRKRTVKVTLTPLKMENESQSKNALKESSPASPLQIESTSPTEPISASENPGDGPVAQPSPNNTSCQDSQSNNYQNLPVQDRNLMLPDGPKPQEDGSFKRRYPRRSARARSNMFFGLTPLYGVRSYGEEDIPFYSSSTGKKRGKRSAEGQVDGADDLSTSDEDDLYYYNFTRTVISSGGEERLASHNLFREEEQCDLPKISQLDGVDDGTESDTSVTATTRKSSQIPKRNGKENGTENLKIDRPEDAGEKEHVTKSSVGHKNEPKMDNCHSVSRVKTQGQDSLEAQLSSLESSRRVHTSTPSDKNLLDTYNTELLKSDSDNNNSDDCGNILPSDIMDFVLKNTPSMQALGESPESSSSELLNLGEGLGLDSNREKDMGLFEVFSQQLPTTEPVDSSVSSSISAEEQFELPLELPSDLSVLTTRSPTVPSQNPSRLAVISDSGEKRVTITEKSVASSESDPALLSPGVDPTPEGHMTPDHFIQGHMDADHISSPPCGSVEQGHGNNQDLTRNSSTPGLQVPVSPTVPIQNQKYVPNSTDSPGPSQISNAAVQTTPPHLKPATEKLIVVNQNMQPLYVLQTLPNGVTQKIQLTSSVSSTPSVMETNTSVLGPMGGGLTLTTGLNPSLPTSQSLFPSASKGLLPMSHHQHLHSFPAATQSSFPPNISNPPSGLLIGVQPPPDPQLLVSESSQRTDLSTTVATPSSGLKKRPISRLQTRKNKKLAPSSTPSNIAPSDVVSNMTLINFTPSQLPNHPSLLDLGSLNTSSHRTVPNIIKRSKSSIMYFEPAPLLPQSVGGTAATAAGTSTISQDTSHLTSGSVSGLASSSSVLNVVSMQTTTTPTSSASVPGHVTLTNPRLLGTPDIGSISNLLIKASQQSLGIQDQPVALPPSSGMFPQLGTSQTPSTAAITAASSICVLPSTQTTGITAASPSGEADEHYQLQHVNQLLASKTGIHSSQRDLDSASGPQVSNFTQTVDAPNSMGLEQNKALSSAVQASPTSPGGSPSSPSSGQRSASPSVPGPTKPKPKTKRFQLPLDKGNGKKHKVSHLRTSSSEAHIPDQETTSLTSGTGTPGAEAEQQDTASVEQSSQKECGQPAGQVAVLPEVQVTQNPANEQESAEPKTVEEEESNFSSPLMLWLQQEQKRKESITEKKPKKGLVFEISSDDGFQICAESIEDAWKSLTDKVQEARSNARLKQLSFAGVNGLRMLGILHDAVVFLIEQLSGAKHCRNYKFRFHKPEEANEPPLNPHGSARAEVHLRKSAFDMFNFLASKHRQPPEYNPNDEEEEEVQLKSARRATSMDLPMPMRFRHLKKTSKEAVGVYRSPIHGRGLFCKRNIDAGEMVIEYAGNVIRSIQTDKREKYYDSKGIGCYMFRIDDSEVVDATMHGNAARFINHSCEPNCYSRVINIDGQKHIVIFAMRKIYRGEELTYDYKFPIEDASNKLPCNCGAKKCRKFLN
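Steps: dispense CXXC domain solution (7 uM) → pin compounds or unlabeled HOX-A9 DNA control → 5 min ambient → add FLSN-HOX-A9 solution (50 nM) → spin → 30 min ambient → fluorescence polarization. Tris pH 7.5/NaCl/DTT/BSA buffer.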
S-ASM inh – blocks human secretory acid sphingomyelinase | placental ASM, HMU-PC fluorogenic substrate, 60 min | Potency, µM (doses to about 57.5 µM), for the others: at the top dose activity change, negative = inhibition, usual class: inhibitors | hit rate 0.006% among 340,000; note: potency is the fitted concentration of half-maximal effect
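Human placenta-derived ASM enzyme was preincubated with compound for 10 minutes at room temperature, then given fluorogenic substrate HMU-PC0 (9 uM final) for 60 minutes at 37 °C; a pH 10 stop preceded fluorescence reading at Ex 386/Em 447 nm.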
AT treatment – potential ataxia-telangiectasia treatments restoring KAP-1 phosphorylation; […] A-T fibroblasts, KAP-1 phosphorylation AlphaLISA; neocarzinostatin DNA damage 30 min before lysis; Potency, µM (top dose mostly 57.5 µM), for the others: at the highest dose activation, actives largely listed as activators; hit rate 0.19% among 320,000; AID 485349; note: potency is the fitted concentration of half-maximal effect; % of control where 0% means no effect; nearly all actives have a fitted effect of over 45% in size
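hTERT-immortalized A-T patient fibroblasts ([…]), 500 cells/well in OPTI-MEM, 1% FBS, got compounds for 60 min, then NCS for 30 min at 37C. Lysates were then assayed for phospho-KAP-1 by AlphaLISA (anti-pKAP1 donor, anti-KAP1 acceptor beads), 6 hr at 25C.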
KCNH2 WT inh – inhibitors of human wildtype KCNH2 potassium channel; hit rate 0.37% among 340,000; AID 720551; activity change, % at 1.84 µM; U2OS, BacMam KCNH2, thallium flux FluxOr; active compounds read low;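 active = maximum activity change below -70%; inconclusive = maximum activity change between -70% and -50%; inactive = maximum activity change above -50%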; note: % is set by controls: 0 for no effect and ±100 for the full control effect
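U2OS cells transduced with wild-type KCNH2 virus are loaded with FluxOr dye for 45 min, and thallium flux is measured in kinetic reads before and after stimulation buffer. Rate constants are normalized to DMSO controls.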
Integrin act MD – activators of alpha7 integrin expression for muscular dystrophy; Potency, µM (top dose mostly 38.3 µM), inactives show top-dose activation, usual class: activators; AID 624291; alpha7betagal myoblasts, beta-gal FDG fluorescence, 48 h; hit rate 0.064% among 350,000;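 note: potency is the fitted concentration of half-maximal effect; 100% = response of the positive control SU9516; nearly all actives have a fitted effect of over 60% in size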
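alpha7betagal+/- myoblasts (passage 13, 250/well) treated 48 h at 37C with compounds at 1:260 dilution of DMSO stock. Lysed, then beta-galactosidase activity read as FDG fluorescence (ex 480/em 540) after 30 min, with pre-read for autofluorescence.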
KCNH2 3.1 block – inhibitors of human KCNH2 3.1 potassium channel isoform. AID 720553. U2OS KCNH2 3.1, thallium flux FluxOr; active compounds read low. activity change, % (tested at about 1.8 µM). hit rate 0.95% among 340,000;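 active = maximum activity change below -70%; inconclusive = maximum activity change from -70% to -50%; inactive = maximum activity change above -50%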;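 note: thallium influx rate constant from kinetic fluorescence after stimulation buffer; % is set by controls: 0 for no effect and ±100 for the full control effect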
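Steps: virus added to U2OS suspension (4 h, RT, dark); medium with 10% FBS added, cells plated, 37 C overnight; FluxOr/Red40 loading buffer 45 min RT; stimulation buffer, 2 min kinetic read; rate constant normalized.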
MBNL1 CUG block – blocks human MBNL1 binding to CUG repeat RNA. Q9NR56. AID 2675. Potency, µM (doses to about 57.5 µM), for inactives: at the highest dose activity change, negative = inhibition, usual class: inhibitors. hit rate 0.036% among 280,000. TR-FRET MBNL1-His/biotin-(CUG)12 binding, 665/545 ratio; active = well fitted inhibition curve with a large enough effect in the signal ratio, with a control signal flat, not every such curve was filed as active; inconclusive = small, poorly fitted or top-dose-only effect, or effect the other way, or a change in a side signal; inactive = no such curve, though single readings can be large or run the other way; the % refers to the signal ratio; note: potency is the fitted concentration of half-maximal effect; % is set by controls: 0 for no effect and ±100 for the full control effect
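Compounds (final 92 nM to 58 uM) are added to His-tagged MBNL1 and biotin-(CUG)12, then terbium anti-His antibody and streptavidin-XL665 (5 nM final). After 60 min at room temperature, the 665/545 nm ratio is read.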
FBPA coupling cs – inhibits coupling enzyme system, counter-screen for aldolase hits; coupling enzyme system counterscreen, AmpLite Red fluorescence; activity change, negative = inhibition, % at 58.2 µM, hits read low; hit rate 0.67% among 290,000; AID 2472; in the data active = activity change below about -30%; note: % is set by controls: 0 for no effect and ±100 for the full control effect
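Coupling enzymes only (glyceraldehyde-3-phosphate) + compound, at 57.5 uM final, 10 min RT; add substrate/coupling/AmpLite Red mix, 20 min RT; fluorescence ex 525/em 598 nm. Actives flag coupling-system interference.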
GALK inhibitor – blocks human galactokinase activity; P51570; Purified GALK, Kinase-Glo residual ATP luminescence; Potency, µM (top dose mostly 57.5 µM), without a hit: at the top dose activity change, negative = inhibition, actives largely listed as inhibitors; hit rate 0.007% among 270,000; AID 1868; note: potency is the fitted concentration of half-maximal effect; % is set by controls: 0 for no effect and ±100 for the full control effect
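Galactose (100 uM) and ATP (35 uM) were turned over by 5 nM GALK for 1 h at RT. Kinase-Glo Plus then converted the remaining ATP into a luminescent signal.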
TRPV1 agonist – activates the human vanilloid receptor TRPV1. activation, % at 8.33 µM. hit rate 0.19% among 320,000. Q8NER1. TRPV1-expressing cells, Fluo-8 calcium influx, agonist mode; in the data active = activation above about 80%; inconclusive = between about 30% and that limit; note: 0% is about no effect
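Fluo-8 calcium influx in TRPV1-expressing cells, kinetic read (ex 480/em 520 nm). Compound added and read 3 min for agonist activity, followed by capsaicin at EC20 final and 2 min further read for enhancement.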
* marks the source's active call; other numbers are inactive results; ? = inconclusive; . = no result given; [ ] = another dose, or the depositor's remark. Unless noted, calls come from the whole dose curve; as a rule, active = well fitted curve in the direction sought with a large enough effect; inconclusive = small, poorly fitted or top-dose-only effect, or another doubt; inactive = no such curve, though single readings can be large; an effect the other way counts as inactive or inconclusive.

| cpd | mol | MLL CXXC-DNA inh | S-ASM inh | AT treatment | KCNH2 WT inh | Integrin act MD |
| --- | --- | --- | --- | --- | --- | --- |
| 1 | Cn1c(=O)c2c(nc(CN3CCc4ccccc4C3)n2Cc2cccc(Cl)c2)n(C)c1=O | 4% | 3% | 1% | -15 | 1% |
| 2 | Cc1ccc(-c2csc(NC(=O)c3ccc4c(=O)n5c(nc4c3)CCCCC5)n2)cc1 | 2% | -15% | -2% | -77* | 13% |
| 3 | COc1ccccc1CNC(=O)c1ccoc1C | 6% | 0% | 5% | -18 | -14%[7.66 µM] |
| 4 | COc1ccc(Cl)cc1NC(=O)CN(C)C(=O)c1ccc(-n2cncn2)cc1 | . | 0% | 8% | 6 | -3% |
| 5 | CCCCOc1ccc(C2C3CN(C(=O)OCC)CC=C3C(C#N)=C(N)C2(C#N)C#N)cc1OC (stereo not given) | -6% | 11% | -1% | 32 | -36%[7.66 µM] |
| 6 | O=[N+]([O-])c1cc(S(=O)(=O)NC2=NCCCCC2)ccc1Cl | 3% | -2% | -12% | -9 | -28% |
| 7 | COc1ccc(CC(C(=O)Nc2ccc(OC)cc2)c2nn[nH]n2)cc1 (stereo not given) | -11% | -3% | 10% | 0 | -17% |
| 8 | CCOC(=O)c1cn(CC)c2c(ccc3ccccc32)c1=O | 3% | -3% | 41% | 7 | 28% |

| cpd | KCNH2 3.1 block | MBNL1 CUG block | FBPA coupling cs | GALK inhibitor | TRPV1 agonist |
| --- | --- | --- | --- | --- | --- |
| 1 | -7 | -23% | -24 | -4% | 1 |
| 2 | -10 | -14% | 1 | 1% | 0 |
| 3 | 4 | 5% | -4 | 3% | -3 |
| 4 | -18 | . | . | . | . |
| 5 | -23 | 8% | -7 | -10% | 1 |
| 6 | 6 | ? | 2 | 8% | 0 |
| 7 | -3 | -2% | 6 | 7% | -6 |
| 8 | 11 | 0% | 1 | 3% | 5 |

Record cards (already shown). Order of screens: MLL CXXC-DNA inh | S-ASM inh | AT treatment | KCNH2 WT inh | Integrin act MD | KCNH2 3.1 block | MBNL1 CUG block | FBPA coupling cs | GALK inhibitor | TRPV1 agonist
O=[N+]([O-])c1cc(S(=O)(=O)NC2=NCCCCC2)ccc1Cl as listed: 3% | -2% | -12% | -9 | -28% | 6 | ? | 2 | 8% | 0
COc1ccccc1CNC(=O)c1ccoc1C as listed: 6% | 0% | 5% | -18 | -14%[7.66 µM] | 4 | 5% | -4 | 3% | -3
Cn1c(=O)c2c(nc(CN3CCc4ccccc4C3)n2Cc2cccc(Cl)c2)n(C)c1=O as listed: 4% | 3% | 1% | -15 | 1% | -7 | -23% | -24 | -4% | 1
CCCCOc1ccc(C2C3CN(C(=O)OCC)CC=C3C(C#N)=C(N)C2(C#N)C#N)cc1OC (stereo not given) as listed: -6% | 11% | -1% | 32 | -36%[7.66 µM] | -23 | 8% | -7 | -10% | 1
COc1ccc(CC(C(=O)Nc2ccc(OC)cc2)c2nn[nH]n2)cc1 (stereo not given) as listed: -11% | -3% | 10% | 0 | -17% | -3 | -2% | 6 | 7% | -6

Next section:
| cpd | mol | MLL CXXC-DNA inh | S-ASM inh | AT treatment | KCNH2 WT inh | Integrin act MD |
| --- | --- | --- | --- | --- | --- | --- |
| 9 | COc1ccc(S(=O)(=O)N2CCCCC2)cc1NC(=O)c1cc([N+](=O)[O-])ccc1N1CCOCC1 | . | 1% | -6% | 3 | 10% |
| 10 | COc1ccc(S(=O)(=O)Nc2cccc(F)c2C)cc1C(=O)N1CCOCC1 | -1% | -1% | -3% | 7 | -26% |
| 11 | COc1ccc(CN2CC(C(=O)NCCN3CCN(c4ccccc4F)CC3)CC2=O)cc1 (stereo not given) | 23% | 1% | -8% | 8 | -7% |
| 12 | CN(Cc1ccco1)S(=O)(=O)c1nnc(NC(=O)c2cccc(Cl)c2)s1 | -6% | -1% | 6% | 14 | -19% |
| 13 | CC1(C)CC(=O)c2sc(NC(=O)c3cccs3)nc2C1 | 1% | -3% | . | -3 | 16% |
| 14 | COc1cc(NC(=O)CCc2c(C)noc2C)c(Cl)cc1C(=O)O | . | 3% | 7% | 0 | 15% |
| 15 | Cc1csc(NC(=O)c2ccoc2C)n1 | -3% | -1% | -2% | -2 | -1% |
| 16 | CCOC(=O)C1CCN(c2c(NC3CCCCCCC3)c(=O)c2=O)CC1 | -3% | 1% | 2% | 10 | 0% |
| 17 | Cc1cc(Cl)ccc1C(=O)C1CCCN(C(=O)c2cnsn2)C1 (stereo not given) | 0% | -3% | 3% | 4 | 1% |
| 18 | N#Cc1ccccc1OCC(=O)N(C1CCCCC1)C1CCS(=O)(=O)C1 (stereo not given) | . | 3% | -1% | -3 | 13% |
| 19 | COc1ccc(-c2[nH]c(-c3cccc(OC)c3)nc2SCC(=O)NC2CCCC2)cc1 | 7% | -5% | 9% | -3 | 1% |

| cpd | KCNH2 3.1 block | MBNL1 CUG block | FBPA coupling cs | GALK inhibitor | TRPV1 agonist |
| --- | --- | --- | --- | --- | --- |
| 9 | -39 | . | . | . | 2 |
| 10 | 11 | -12% | -1 | -2% | -4 |
| 11 | -4 | -1% | 1 | -2% | 2 |
| 12 | 2 | 6% | . | 5% | 3 |
| 13 | -18 | 39%[activator] | 7 | 0% | 4 |
| 14 | -2 | . | . | . | . |
| 15 | -6 | -1% | -1 | 2% | 0 |
| 16 | 0 | -9% | 1 | -3% | 5 |
| 17 | -4 | 10% | 3 | 7% | 14 |
| 18 | 0 | . | . | . | 1 |
| 19 | -5 | -28% | -4 | . | -11 |
